A-T KAP1 phos = potential ataxia-telangiectasia treatments restoring KAP-1 phosphorylation; […] A-T fibroblasts, KAP-1 phosphorylation AlphaLISA; neocarzinostatin DNA damage 30 min before lysis; Potency, µM (series often up to 57.5 µM), for inactives: at the top dose activation, actives largely listed as activators; 0.19% of 320,000 active; also: potency is read from the fitted curve at half-maximal effect; % of control where 0% means no effect; nearly all actives have a fitted effect of over 45% in size
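ATM-like activity read as KAP-1 phosphorylation via AlphaLISA donor/acceptor antibody pairs after lysis and 6 hr at 25C. Cells were ATM-null patient fibroblasts ([…], hTERT), dosed 60 min, then exposed to the DSB inducer NCS for 30 min.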
Tb PFK inh = inhibitors of T. brucei phosphofructokinase | 0.17% of 330,000 active | Potency, µM (titrated, usually from 57.5 µM), without a hit: at the top dose activity, negative = inhibition, hits mostly inhibitors | O15648 | T. brucei PFK, ADP-Glo luminescence;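 also: potency is read from the fitted curve at half-maximal effect; 0% = uninhibited 1x PFK enzyme wells and -100% = no-enzyme wells; nearly all actives have a fitted effect of over 60% in size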
Target sequence (O15648 whole entry, looked up): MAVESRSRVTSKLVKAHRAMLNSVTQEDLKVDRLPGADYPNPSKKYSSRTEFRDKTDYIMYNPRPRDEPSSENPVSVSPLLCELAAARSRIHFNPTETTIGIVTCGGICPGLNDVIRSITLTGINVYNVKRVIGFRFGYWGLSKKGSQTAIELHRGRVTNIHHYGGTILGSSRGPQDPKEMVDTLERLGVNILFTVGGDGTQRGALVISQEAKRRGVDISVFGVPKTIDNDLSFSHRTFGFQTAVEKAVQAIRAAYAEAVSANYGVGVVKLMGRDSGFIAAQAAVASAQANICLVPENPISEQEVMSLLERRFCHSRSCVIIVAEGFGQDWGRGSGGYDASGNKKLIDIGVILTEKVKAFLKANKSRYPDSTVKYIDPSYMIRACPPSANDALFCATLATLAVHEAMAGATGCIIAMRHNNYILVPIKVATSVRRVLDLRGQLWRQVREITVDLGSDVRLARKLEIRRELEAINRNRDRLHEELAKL
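PFK 1.25 nM, F6P 0.5 mM, ATP 0.1 mM, 0.1 M TEA pH 8.0, 5 mM MgCl2, 0.01% Tween20, 0.1% BSA; 45 min RT. ADP-Glo readout. qHTS titration up to 57 uM; curves fitted, compounds curve-classed.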
TSG101-PTAP inh = blocks PTAP/TSG101 interaction to inhibit HIV-1 budding; Q99816; Fluorescence polarization, FITC-PTAP peptide / Tsg101 binding; Potency, µM (titrated, usually from 115 µM), for the others: top-dose activity change, negative = inhibition, most hits filed as inhibitors; 340,000 tested, under 10 active; active = well fitted inhibition curve with a large enough effect in the main read-out, with a control signal flat, not every such curve was filed as active; inconclusive = small, poorly fitted or top-dose-only effect, or effect the other way, or a change in a side signal; inactive = no such curve, though single readings can be large or run the other way; also: potency is read from the fitted curve at half-maximal effect; % of control where 0% means no effect
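Fluorescence anisotropy tracks displacement of a FITC-tagged PTAP peptide (50 nM) from the Tsg101 binding domain (10 uM), following a 20 min room-temperature incubation at pH 7.5.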
TSHR antagonist = blocks TSH signaling through the human TSH receptor. activity change, negative = inhibition, % at 11.5 µM. P16473. 0.2% of 330,000 active. TSHR-expressing cells, TSH-stimulated cAMP HTRF, 2 h; active compounds read low;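 active = activity change below a set negative limit, meaning inhibition stronger than a set level, cut at about -70% in these data; inconclusive = activity change between two set negative limits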; also: % is scaled to controls: 0 for no effect and ±100 for the full control effect
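Antagonism was scored as loss of TSH-driven cAMP in TSHR cells, stimulated with 4nM TSH (EC80) for 2 hours at 37 deg C and detected by homogeneous HTRF competition immunoassay.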
Chronic BCR inh = inhibitors of chronic active B-cell receptor signaling | ABC-DLBCL IkBa-CBG/CBR reporter, luminescence ratio, 4 h | Potency, µM (titrated, usually from 46.1 µM), without a hit: at the top dose ratio change, negative = lower green/red ratio, hits mostly inhibitors | 0.05% of 340,000 active; active = well fitted inhibition curve with a large enough effect in the signal ratio, with a control signal flat, not every such curve was filed as active; inconclusive = small, poorly fitted or top-dose-only effect, or effect the other way, or a change in a side signal; the % refers to the signal ratio;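 also: potency is read from the fitted curve at half-maximal effect; plate controls were basal doxycycline-induced cells for no effect and cells given 10 µM MG132 for full effect; MG132 reads +100%, hits lower the ratio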
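Doxycycline induced both beetle luciferases in TMD8 lymphoma cells; IKK-driven degradation limits the IkappaBalpha-fused green signal, while red luminescence normalises for cell number and nonspecific effects. Compounds tested up to 46 uM, 4 hrs.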
S-ASM inh = human S-ASM enzyme inhibition; placental ASM, HMU-PC fluorogenic substrate, 60 min; 0.006% of 340,000 active; AID 504937; Potency, µM (series often up to 57.5 µM), for inactives: at the top dose activity change, negative = inhibition, hits mostly inhibitors; P17405; also: potency is read from the fitted curve at half-maximal effect
Target sequence (P17405 47-631 limits assumed): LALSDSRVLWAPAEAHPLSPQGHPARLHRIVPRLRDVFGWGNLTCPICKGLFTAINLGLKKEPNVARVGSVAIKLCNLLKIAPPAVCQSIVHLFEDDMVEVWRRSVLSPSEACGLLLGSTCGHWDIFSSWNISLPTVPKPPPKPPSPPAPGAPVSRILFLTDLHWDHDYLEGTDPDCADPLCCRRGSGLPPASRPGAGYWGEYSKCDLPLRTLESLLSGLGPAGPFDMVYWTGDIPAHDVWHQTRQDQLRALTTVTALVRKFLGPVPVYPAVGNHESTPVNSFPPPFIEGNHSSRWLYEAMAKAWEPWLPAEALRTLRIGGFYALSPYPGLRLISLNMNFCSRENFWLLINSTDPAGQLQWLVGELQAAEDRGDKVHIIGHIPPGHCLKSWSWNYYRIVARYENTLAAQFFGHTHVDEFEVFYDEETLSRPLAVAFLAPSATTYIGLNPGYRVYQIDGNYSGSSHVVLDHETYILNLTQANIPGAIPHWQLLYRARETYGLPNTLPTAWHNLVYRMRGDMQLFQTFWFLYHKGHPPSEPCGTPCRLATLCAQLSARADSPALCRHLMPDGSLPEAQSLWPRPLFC
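Fluorogenic HMU-PC substrate (9 uM final) is turned over by placental ASM in 60 min at 37 C after a 10 min compound preincubation. Reaction ended by alkaline stop (pH 10), with fluorescence read at 386/447 nm.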
Mito fusion yeast = blocks mitochondrial division or promotes mitochondrial fusion | S. cerevisiae fusion-defective mutant growth rescue, CellTiterGlo 48 h | Potency, µM (highest dose often 46.1 µM), without a hit: at the highest dose growth rescue (activation), usual class: activators | 0.23% of 320,000 active | AID 485298;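 also: potency is read from the fitted curve at half-maximal effect; % of control where 0% means no effect; nearly all actives have a fitted effect of over 45% in size; temperature-sensitive fusion mutants such as fzo1-1 at 37 °C on non-fermentable ethanol glycerol medium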
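Growth-rescue viability read-out: after 48 h at the non-permissive 37C in glycerol/ethanol YPEG, yeast mitochondrial fusion mutants are measured by CellTiterGlo luminescence; compounds (23 nl pinned per well) restoring growth score as division inhibitors or fusion activators.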
TCR act = activators of T cell receptors; primary human leukocytes, anti-CD3, IL-2 HTRF, 48 h; Potency, µM (series often up to 9.22 µM), without a hit: top-dose activation of IL-2 secretion, most hits filed as activators; 330,000 tested, under 10 active; also: % of control where 0% means no effect
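TCR engagement came from a-CD3 beads alone, with compounds added to primary human leukocytes for 48 hr. Secreted IL-2 bridged europium cryptate- and d2-labelled anti-IL-2 antibodies, giving FRET emission at 665nm after 320nm excitation.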
ELG1 DNA repair = blocks ELG1-dependent DNA repair in HEK293T cells | HEK293T ELG1-luciferase reporter, luminescence, 16 h; DNA damage induced by 5-fluorouridine | Potency, µM (top dose mostly 46.1 µM), without a hit: at the highest dose activity change, negative = inhibition, usual class: inhibitors | 2.3% of 330,000 active; also: potency is read from the fitted curve at half-maximal effect; % is scaled to controls: 0 for no effect and ±100 for the full control effect; nearly all actives have a fitted effect of over 55% in size
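5-Fluorouridine DNA damage + compound/DMSO, 2,000 cells/well, 16 h, 37 °C/5% CO2. ONE-Glo, 30 min RT, luminescence. Readout = decrease in reporter signal.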
Eya2 phos inh = inhibitors of human Eya2 phosphatase activity. recombinant Eya2, OMFP fluorescence dephosphorylation (OMFP is methylfluorescein phosphate). Potency, µM (highest dose often 76.9 µM), inactives show at the highest dose activity, negative = inhibition, actives largely listed as inhibitors. AID 488837. 0.006% of 330,000 active; also: potency is read from the fitted curve at half-maximal effect; % is scaled to controls: 0 for no effect and ±100 for the full control effect
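Eya2 protein (added as 0.2 uM solution) was preincubated with compound for 10 min at ambient temperature in 50 mM HEPES pH 7.5, 50 mM NaCl, 5 uM MgCl2, 0.05% BSA, 1 mM DTT. OMFP (added at 50 uM) then reacted 10 min; fluorescence read at 485/525 nm.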
Integrin act MD = integrin-mediated muscular dystrophy alleviation activation; alpha7betagal myoblasts, beta-gal FDG fluorescence, 48 h; Potency, µM (series often up to 38.3 µM), for inactives: at the highest dose activation, most hits filed as activators; 0.064% of 350,000 active; AID 624291;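 also: potency is read from the fitted curve at half-maximal effect; 100% = response of the positive control SU9516; nearly all actives have a fitted effect of over 60% in size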
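alpha7betagal+/- myoblasts (passage 13, 250/well) treated 48 h at 37C with compounds at 1:260 dilution of DMSO stock. Lysed, then beta-galactosidase activity read as FDG fluorescence (ex 480/em 540) after 30 min, with pre-read for autofluorescence.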
Numbers without * were called inactive; ? = inconclusive; nt = not tested or not shown; [ ] = dose if it differs, or a comment. Unless noted, calls follow the shape of the dose curve; as a rule, active = well fitted curve in the direction sought with a large enough effect; inconclusive = small, poorly fitted or top-dose-only effect, or another doubt; inactive = no such curve, though single readings can be large; an effect the other way counts as inactive or inconclusive.

SMILES | A-T KAP1 phos | Tb PFK inh | TSG101-PTAP inh | TSHR antagonist | Chronic BCR inh | S-ASM inh | Mito fusion yeast | TCR act | ELG1 DNA repair | Eya2 phos inh | Integrin act MD
CCS(=O)(=O)c1nc(S(=O)(=O)c2ccc(C)cc2)c(NCCN2CCOCC2)s1 | 14% | 1% | -3% | 2 | -4% | -2% | 3% | -10% | 6% | -1% | -9%
CC(C)(C)OC(=O)N1CCN(C(=O)c2nc[nH]c2C(=O)N2CCN(C(=O)OC(C)(C)C)CC2)CC1 | -4% | 0% | nt | -14 | -2% | 4% | 0% | -1% | 21% | 12% | 23%
COCc1nnc(NC(=O)c2c(-c3c(Cl)cccc3Cl)noc2C)s1 | 1% | 0% | 0% | 2 | 0% | 2% | 0% | 1% | -11% | 3% | 36%
Cc1cc(C)n2nc(C(=O)OCC(=O)NCc3ccc(F)cc3)nc2n1 | 5% | 3% | 1% | nt | 4% | 2% | nt | -1% | 1% | -33% | ?
Cc1ccc2c(c1)c1ncn(CCC3=CCCCC3)c(=O)c1n2C | 5% | 7% | -1% | -14 | 5% | -13% | -1% | -4% | -7% | -5% | 8%
N=C(N)SCC1=CCS(=O)(=O)C1 | -5% | 1% | -6% | 1 | -11% | 4% | -4% | -5% | -6% | 12% | ?
Cc1ccc(CS(=O)(=O)c2ccc(C(=O)N3CCN(c4ccccn4)CC3)cc2[N+](=O)[O-])cc1 | 3% | 0% | -6% | -15 | ? | -2% | 5% | -1% | 15µM* | -2% | -68%[inhibitor]
FC(F)(F)c1nnc2ccc(NCn3nnc4ccccc43)nn12 | 10% | -11% | -4% | -4 | ? | -1% | 2% | 0% | ? | -4% | -7%
NC(=O)[C@@H]1CCCN1C(=O)c1cc(COc2ccc(F)cc2F)on1 | 1% | 1% | 0% | 2 | -7% | -2% | 7% | -8% | ? | 7% | ?
O=S(=O)(c1ccc(Cl)cc1)n1c(Cc2ccccc2)nc2ccccc21 | 1% | -12% | -2% | -3 | -6% | 3% | -5% | -7%[46.1 µM] | 8% | 2% | -28%
O=C1C2CC=C(Cl)CC2C(=O)N1CCC[n+]1cccc2ccccc21 (configuration not stated) | 3% | 0% | 3% | 15 | 3% | 2% | -3% | 4%[46.1 µM] | -2% | -7% | 24%
COc1ccc(C(c2c(NC(=O)c3ccccc3)sc(C)c2C)N2CCN(CCO)CC2)cc1 (configuration not stated) | nt | 0% | 0% | 30 | ? | 1% | -3% | -1%[46.1 µM] | 23% | -9% | 24%
CCOc1ccc(C(=O)NC2=NCCS2)cc1 | -1% | 3% | nt | 4 | 1% | nt | -9% | nt | ? | -12% | nt
NS(=O)(=O)c1ccc(NC(=S)NC(=O)c2cccs2)cc1 | 2% | 0% | -6% | 1 | ? | -1% | 5% | -7% | 21% | 4% | -1%
Cc1ccc(Nc2cc(C)nc(NCc3ccccc3)n2)cc1 | -2% | 0% | 0% | 4 | ? | -29% | 7% | 6%[46.1 µM] | -24% | -12% | -75%[inhibitor]
CC1CC(C)CN(C(=O)COC(=O)/C=C/c2cccc([N+](=O)[O-])c2)C1 (configuration not stated) | 8% | -1% | 2% | 5 | 3% | -1% | 4% | -4% | -8% | -6% | -4%
COc1ccc(-c2nnc(SCC(=O)N3CCC(Cc4ccccc4)CC3)o2)cc1OC | 9% | -3% | -11% | -13 | -9% | -11% | -2% | 4% | 0% | 20% | -30%
Oc1cccc(/C=N/NC(=S)Nc2cccnc2)c1O | 4% | -7% | -1% | 0 | ? | 1% | -5% | -9%[46.1 µM] | 21% | 2% | 3%
CCCC1=C(C(=O)OCC)C(c2ccc(NC(C)=O)cc2)NC(=O)N1 (configuration not stated) | 0% | 1% | -9% | -8 | -12% | 15% | -5% | 7% | 11% | -9% | 5%
CS(=O)(=O)Nc1ccc(C(=O)Nc2ccc(S(=O)(=O)N3CCCCC3)cc2)cc1 | 5% | 1% | -6% | 7 | -2% | -3% | 1% | 0% | ? | -10% | 12%
Cn1c(CCCNC(=O)c2ccccc2)nc2ccccc21 | -11% | -6% | -2% | 1 | ? | -4% | 1% | 2% | -19% | 12% | 1%
COc1ccc(-c2cc(CCCC(=O)NCCc3cc(OC)ccc3OC)no2)cc1 | 8% | 0% | -1% | -46 | 12% | -4% | 0% | 0% | ? | -13% | -24%
CCOc1ccc(Cl)cc1S(=O)(=O)n1cnc2ccccc21 | 3% | -1% | -3% | -4 | -1% | -1% | 9% | 4% | -17% | 8% | -27%
O=C(COc1ccccc1-c1ccccc1)NCc1ccco1 | 9% | -5% | -2% | -3 | ? | 1% | ? | 2% | ? | -10% | -6%
Cc1nc(NC(=O)/C=C/c2ccccc2)sc1C(=O)N1CCCCC1 | 3% | -3% | -3% | 10 | ? | -9% | -1% | -3% | -4% | -6% | -13%
COC(=O)/C=c1\sc2ncnn2c1=O | 0% | -3% | -11% | 3 | ? | 4% | 2% | 3% | 12% | 10% | 2%
Cc1ccc(Nc2nc(N)nc(CN3CCc4ccccc4C3)n2)cc1 | 3% | -8% | -5% | -6 | 14% | 5% | -7% | -1% | -16% | -2% | 0%
O=Cc1cc2ccccc2nc1SCCCF | 3% | -3% | 1% | 8 | ? | -2% | 6% | 5% | 1% | -23% | -26%
CC(C)CSc1n[nH]c(N)n1 | 1% | -4% | -1% | 9 | -13% | -2% | -7% | 1% | ? | -1% | 12%
Cc1ccc([N+](=O)[O-])cc1S(=O)(=O)Nc1ccc(OCC(=O)N2CCOCC2)cc1 | 7% | -7% | 0% | 37 | 0% | -3% | -1% | -3% | 1% | -1% | 0%
CN(C)/C=N/c1nc2nccc(-c3cccc(Cl)c3)n2n1 | -2% | -1% | 0% | 3 | 5% | 307%[activator] | 10% | 0% | -16% | -20% | 17%
Cc1cc(NCc2ccccn2)n2nc(C)c(-c3ccc(Cl)cc3)c2n1 | 12% | -6% | 0% | -6 | 4% | 0% | 8% | -5% | 26µM* | 1% | 0%
CC(C)(CC(=O)O)CC(=O)N1CCN(c2cc(C(F)(F)F)nc3ccccc23)CC1 | -7% | -1% | -1% | -4 | -2% | -5% | -10% | -2% | 9% | 6% | 4%
COC(=O)C(NNc1ccccc1)(NC(=O)c1ccccc1F)C(F)(F)F (configuration not stated) | -4% | -27% | -5% | -7 | -1% | 2% | 8% | 6% | 17% | 2% | -10%
Cc1cc(OCC(=O)NCCc2c[nH]c3ccccc23)c2c(C)c(C)c(=O)oc2c1 | -5% | 1% | 2% | -13 | -3% | -10% | -1% | -2% | ? | 4% | 7%
NC(=S)Nc1cccc2cccnc12 | -1% | -1% | -3% | -1 | -3% | 0% | -1% | 5% | -13% | -7% | -26%
Cc1ccc(C)n1CCN1CCN(C(=O)c2ccco2)CC1 | 1% | 7% | 0% | 8 | 0% | 5% | -2% | -3% | -7% | 0% | 4%
COc1ccc(NC(=O)CN(C)CC(=O)Nc2ccccc2SC)cc1Cl | 1% | -1% | -10% | -5 | -11% | 1% | 6% | -6%[46.1 µM] | ? | -11% | 6%
NS(=O)(=O)c1ccccc1 | 4% | 1% | -2% | -3 | ? | 2% | -6% | 3% | 17% | -9% | -14%
CC1(C)CC(=O)C(CC(=O)NC(=O)NCc2ccccc2)=C(O)C1 | 1% | 2% | -7% | 3 | ? | -1% | -2% | -1%[46.1 µM] | -1% | -9% | 0%
COC(=O)CC1=C(C(=O)OC)C(c2ccc3c(c2Cl)OCO3)C(C#N)=C(N)O1 (configuration not stated) | 0% | -1% | -10% | -7 | -19% | -1% | -7% | -4% | 13% | 1% | -11%
CC(CN1CCCC1)OC(=O)c1ccc(F)cc1 (configuration not stated) | 2% | -2% | -3% | -6 | -4% | -1% | 2% | -9% | 2% | 14% | 10%
Cc1ccc(/C=N/n2c(-c3ccccc3)n[nH]c2=S)cc1 | -3% | -6% | -7% | -9 | ? | -3% | -9% | -1% | -4% | 3% | -4%
Cc1cc(C)cc(NC(=O)C(=O)NCc2ccccn2)c1 | 0% | 3% | -1% | -7 | -18% | 4% | 0% | 2%[46.1 µM] | 8% | 4% | -7%

Compound activity (PubChem BioAssay)
